Bioassay records as filed in PubChem.
Arr AP2 block = human beta-arrestin and AP2 interaction inhibition | FITC-arrestin peptide / GST-AP2 beads, flow cytometry; AP2 beta2 appendage carries R879A mutation | inhibition, % at 10 µM | hit rate 0.31% among 340,000 | AID 504490;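 active = inhibition above a set limit, near 3 SD of compounds lacking own fluorescence, cut at about 54% in these data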;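 also: plate controls were DMSO wells for no effect and 5 µM unlabelled arrestin peptide for full effect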
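system = GST-tagged AP2 beta2-adaptin appendage (R879A) on 4 µm glutathione beads | reagent = FITC-labelled arrestin peptide probe, 50 nM final | schedule = compound with beads 12 min RT, then probe 1 h RT | signal = HyperCyt-sampled flow cytometry, FL1 channel, ex 488/em 535 nm | read-out = percent response from loss of bead-bound FITC fluorescence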
PfHsp90 set2 = growth inhibition of yeast expressing Plasmodium Hsp90; AID 504621; hit rate 0.32% among 310,000; S. cerevisiae expressing PfHsp90, BacTiter-Glo ATP, 48 h; yeast lacking PDR1 and PDR3 efflux regulators; inhibition, % at 9.4 µM;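 active = every replicate shows inhibition above about 80%, whatever the replicate mean, limit read from the data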;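 also: 0% = DMSO neutral controls and 100% = 20 µM radicicol positive controls; yeast relying on Plasmodium falciparum Hsp90 in place of its own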
PKA-R1A act = activates the PKA-R1A holoenzyme complex; activation, % at 11.4 µM; PKA-R1A dissociation, Cy5-IP20 fluorescence polarization; scaled: DMSO 0%, 113 µM cGMP 100%; hit rate 0.083% among 340,000; P00514+P68181;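 active = percent activation above the mean of all tested compounds plus 3 SD, cut at about 19% in these data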;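 also: higher means more PKAc released from R1A so a rise in polarization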
AddAB inh = less growth of phage-infected E. coli with AddAB. E. coli expressing H. pylori AddAB, absorbance growth. inhibition, % at 11.9 µM. hit rate 0.29% among 330,000. AID 435030; in the data active = inhibition above about 12%;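 also: 0% = vehicle wells of infected cells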
MOR-DOR inv ag = mu-delta opioid heterodimer inverse agonism; hit rate 0.21% among 340,000; inhibition, % at 9.3 µM; AID 504357; cell-based MOR-DOR heterodimer luminescence; in the data active = inhibition above about 22%, passing the limit was not always enough;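 also: 0% = cells with DMSO and 100% = wells without cells with DMSO; values of inactives mirror those of a sister screen read the other way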
Pemphigus Ab inh = inhibitors of pemphigus antibody binding to human desmoglein-3; hit rate 0.48% among 310,000; binding (percent of control), % at 10 µM; P32926; DSG3-coupled beads, scFv-anti-DSG3-GFP binding, flow cytometry; active compounds read low;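 active = binding more than 3 SD below its plate's average and above zero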;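 also: hits lower antibody fragment binding to DSG3; some compounds called inactive have numbers as strong as hits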
Target sequence (P32926 whole entry, looked up, the tested form may be a part): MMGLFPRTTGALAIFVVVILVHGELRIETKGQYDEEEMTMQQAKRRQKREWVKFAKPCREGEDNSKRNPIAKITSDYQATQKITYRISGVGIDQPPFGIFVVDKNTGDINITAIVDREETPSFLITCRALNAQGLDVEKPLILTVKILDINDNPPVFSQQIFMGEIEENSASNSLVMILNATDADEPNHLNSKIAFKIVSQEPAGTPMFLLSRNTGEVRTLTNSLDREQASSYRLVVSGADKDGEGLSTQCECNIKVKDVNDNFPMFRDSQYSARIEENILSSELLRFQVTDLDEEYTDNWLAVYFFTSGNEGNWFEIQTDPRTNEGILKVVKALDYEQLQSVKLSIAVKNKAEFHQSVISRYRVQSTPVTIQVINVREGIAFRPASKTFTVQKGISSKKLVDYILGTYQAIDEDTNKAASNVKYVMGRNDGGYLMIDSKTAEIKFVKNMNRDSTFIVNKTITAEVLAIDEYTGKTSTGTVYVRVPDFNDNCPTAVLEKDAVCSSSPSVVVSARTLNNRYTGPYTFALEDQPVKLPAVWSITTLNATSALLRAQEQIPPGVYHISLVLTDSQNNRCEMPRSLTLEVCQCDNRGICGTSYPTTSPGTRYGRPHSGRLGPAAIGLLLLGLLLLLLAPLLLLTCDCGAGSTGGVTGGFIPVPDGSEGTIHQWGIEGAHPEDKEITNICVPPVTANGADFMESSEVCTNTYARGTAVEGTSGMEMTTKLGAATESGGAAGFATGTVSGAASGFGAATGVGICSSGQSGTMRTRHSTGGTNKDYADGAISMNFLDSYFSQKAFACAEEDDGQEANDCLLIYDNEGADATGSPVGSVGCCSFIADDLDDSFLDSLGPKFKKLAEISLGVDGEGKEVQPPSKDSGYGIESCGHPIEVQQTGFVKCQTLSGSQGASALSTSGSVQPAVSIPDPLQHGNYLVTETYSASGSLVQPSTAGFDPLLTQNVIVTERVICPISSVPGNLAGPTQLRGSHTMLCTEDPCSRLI
Tat transport = inhibitors of E. coli Tat protein transport | E. coli MC4100 TorA-mCherry Tat export, fluorescence | inhibition, % at 10 µM | hit rate 0.036% among 340,000 | AID 488895;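 active = mean replicate inhibition at least 50% and at least half of replicates individually reaching 50%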;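 also: exported cargo escapes ClpAP degradation while cytoplasmic cargo is degraded and loses fluorescence; 0% = median of neutral control wells and 100% = median of NaSCN control wells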
OPRM1-OPRD1 ag = OPRM1-OPRD1 heterodimerization agonism | cells, luminescence | activation, % at 9.3 µM | AID 504326 | hit rate 0.3% among 340,000; in the data active = activation above about 18%;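 also: 0% = vehicle-treated cells and 100% = reference agonist; values of inactives mirror those of a sister screen read the other way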
phage Ecoli inh = E. coli growth loss with phage present. hit rate 0.26% among 360,000. growth absorbance. inhibition, % at 11.9 µM; in the data active = inhibition above about 11%
E coli growth = bacterial growth inhibition, counter-screen for AddAB inhibitors. inhibition, % at 11.9 µM. hit rate 0.27% among 330,000. E. coli V3065 growth, OD600 absorbance, 18 h;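 active = inhibition above the campaign's mean inhibition across all tested compounds plus 3 SD, cut at about 9.9% in these data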;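 also: uninfected addAB+ strain grown without phage in ampicillin broth; 0% = DMSO wells and 100% = ciprofloxacin 0.95 µg/ml wells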
SUMO Mot1 rescue = SUMOylation pathway inhibition by Mot1-301 growth rescue. S. cerevisiae Mot1-301 growth rescue, ATP luminescence, 38.5C; percent above DMSO median, 100 means doubled. growth rescue, % at 18.8 µM. hit rate 1% among 320,000;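 active = every valid replicate shows activation above 250% relative to neutral control wells; inactive = the rest, any valid replicate at or below 250%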;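 also: OY570 slx delta 5 strain wells were the positive control but not used for scaling; some compounds called inactive have numbers as strong as hits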
Active calls of the source: *; / = not tested or not shown; + = active, no number.

SMILES	Arr AP2 block	PfHsp90 set2	PKA-R1A act	AddAB inh	MOR-DOR inv ag	Pemphigus Ab inh	Tat transport	OPRM1-OPRD1 ag	phage Ecoli inh	E coli growth	SUMO Mot1 rescue
Cc1nn(C)c(C)c1S(=O)(=O)N1CCCC(C(=O)N2CCN(c3ccccc3)CC2)C1 (stereo unspecified)	-4	-26	-2	-3.0	-1	103	-7	0.1	-0.5	0.5	-12
COc1ccc(C(C(=O)NC2CCCC2)N(C(=O)c2ccco2)c2cc3c(cc2C(C)=O)OCO3)cc1OC (stereo unspecified)	1	8	7	4.3	1	101	3	-0.2	0.4	1.8	-6
CCN(CC)CCN1C(=O)c2cccc3cc(N)cc(c23)C1=O	-2	-27	7	-0.6	7	98	3	-1.5	2.1	0.2	0
CC(Nc1c([N+](=O)[O-])c(=O)oc2ccccc12)c1ccccc1 (stereo unspecified)	15	-4	-8	2.0	8	86	-29	-1.4	-1.2	3.0	42
CCN1/C(=C/C(C)=O)Sc2ccc(OC)cc21	2	-5	-8	-0.2	15	/	-9	-2.4	2.6	0.0	9
C[C@@H](C(=O)N1CCN(C(=O)OC(C)(C)C)CC1)n1cc(CCC(=O)O)nn1	10	0	6	4.2	7	100	-5	-1.3	1.7	1.5	12
COCCNC(=O)c1ccccc1NC(=O)Cc1ccccc1	-6	1	-8	-2.8	10	105	-8	-2.0	2.5	-4.0	7
Cc1ccc(C)c(OCCOCCN2CCOCC2)c1	-2	-3	1	3.8	16	99	6	-2.7	2.4	-0.2	14
CN=c1scc(-c2c[nH]c3ccccc23)n1C	-21	-4	-7	/	8	103	-1	-1.3	6.6	/	/
CN1CCN(c2nnc(-c3ccccc3)c(-c3ccccc3)n2)CC1	-15	/	/	0.2	/	99	/	/	3.1	1.1	-5
CC(C)(O)C#Cc1ccc(C(=O)N2CCC(CCC(=O)NC3CC3)CC2)cc1	-2	-3	-12	/	16	101	-1	-2.8	0.6	/	-1
CC(C)CCN1CCC(Cc2ccccc2)(NC(=O)c2ccccc2)C1=O (stereo unspecified)	-5	-8	1	0.7	11	101	-6	-2.0	-0.3	-1.1	-5
COc1ccc(S(=O)(=O)N(C)CC(=O)N2CCCC2)cc1	14	15	6	0.4	14	105	-7	-2.7	5.3	-4.8	-6
CN(CCOC(=O)c1ccco1)Cc1ccccc1	28	/	-7	0.4	8	98	-9	-1.6	2.5	-4.0	5
O=C(CS(=O)(=O)c1ccccc1)NCc1ccc(Cl)cc1	20	-27	-3	-3.7	-3	102	-3	0.4	2.8	-2.0	-8
O=S(=O)(NC(=NC1CCCCC1)c1ccccc1F)c1ccccc1	-5	2	7	-0.2	14	105	-4	-2.7	1.1	-3.6	-7
CN1CCN(C(=O)c2cnn3c(C(F)F)cc(C4CC4)nc23)CC1	21	1	6	0.8	16	102	11	-3.1	2.2	-0.1	4
C=CCn1c(SCC(=O)NCc2ccccc2)nnc1C1CCCCC1	14	19	-6	3.0	-6	104	12	1.0	/	0.2	13
COc1ccc(-n2ncc(C(=O)N3CCN(c4ccc(F)cc4)CC3)c2C)cc1	4	/	/	-1.1	/	96	/	/	4.1	-2.5	-3
COc1ccc(-c2noc(CN(C)S(=O)(=O)c3ccc(C)cc3)n2)cc1	19	-17	-3	0.8	8	/	10	-1.5	1.9	-1.7	7

2 records picked at random from the list so far:
SMILES	Arr AP2 block	PfHsp90 set2	PKA-R1A act	AddAB inh	MOR-DOR inv ag	Pemphigus Ab inh	Tat transport	OPRM1-OPRD1 ag	phage Ecoli inh	E coli growth	SUMO Mot1 rescue
COc1ccc(S(=O)(=O)N(C)CC(=O)N2CCCC2)cc1	14	15	6	0.4	14	105	-7	-2.7	5.3	-4.8	-6
Cc1ccc(C)c(OCCOCCN2CCOCC2)c1	-2	-3	1	3.8	16	99	6	-2.7	2.4	-0.2	14

Looked up above:
PfHsp90 set2, C[C@@H](C(=O)N1CCN(C(=O)OC(C)(C)C)CC1)n1cc(CCC(=O)O)nn1 reads 0
SUMO Mot1 rescue, CC(Nc1c([N+](=O)[O-])c(=O)oc2ccccc12)c1ccccc1 (stereo unspecified) reads 42
OPRM1-OPRD1 ag, COc1ccc(-c2noc(CN(C)S(=O)(=O)c3ccc(C)cc3)n2)cc1 reads -1.5
E coli growth, Cc1nn(C)c(C)c1S(=O)(=O)N1CCCC(C(=O)N2CCN(c3ccccc3)CC2)C1 (stereo unspecified) reads 0.5

The listing continues.
SMILES	Arr AP2 block	PfHsp90 set2	PKA-R1A act	AddAB inh	MOR-DOR inv ag	Pemphigus Ab inh	Tat transport	OPRM1-OPRD1 ag	phage Ecoli inh	E coli growth	SUMO Mot1 rescue
CC(C)Cc1nnc(NC(=O)CCC(=O)Nc2ccc(F)cc2)s1	-10	13	-2	0.8	17	97	-3	-3.4	3.1	-1.1	5
O=C(NC1CCCC(C(F)(F)F)C1)c1ccc([N+](=O)[O-])o1 (stereo unspecified)	-7	7	0	2.5	-18	/	-4	4.7	2.2	1.2	92
COc1ccccc1OCC(O)Cn1c(=N)n(CCN2CCCCC2)c2ccccc21 (stereo unspecified)	2	-2	3	0.5	/	103	0	/	-0.7	-1.0	35
COc1ccc(Cl)cc1C(=O)n1nc(C)cc1C	5	12	11	-2.7	0	107	2	0.0	3.3	-0.3	220
CC(C)NC(=O)[C@@H]1CSC2c3ccccc3C(=O)N21 (stereo partly specified)	-4	22	4	/	8	102	-7	-1.6	0.4	/	-6
O=C(NCCOc1ccc(Cl)cc1)c1ccc2c(c1)OCCO2	31	6	-3	4.4	12	101	2	-3.0	-0.1	0.9	10
N#Cc1ccc(COC(=O)Cn2nnc(-c3ccccc3)n2)cc1	3	-18	-3	1.1	-9	-1.3*	2	1.8	0.5	-3.1	28
CC(c1nc2ccccc2c(=O)[nH]1)N1CCN(C)CC1 (stereo unspecified)	5	18	-5	0.4	16	98	6	-2.7	1.1	-0.5	8
O=C(N/N=C\c1cn[nH]c1-c1ccccc1)c1cccs1	-6	-2	-7	-2.7	5	103	5	-0.9	1.3	-3.0	5
CN(C)C1=NCCN1CCc1ccccc1	5	-16	-1	1.0	10	98	-5	-1.8	1.8	-0.3	-1
O=C(O)CCC(=O)Nc1ccc(N2CCCCC2)c(C(=O)O)c1	-2	-13	-7	0.9	4	98	0	-0.7	1.6	-0.2	92
Cc1csc(NC(=O)CN2C(=O)c3ccccc3S2(=O)=O)n1	-4	6	-10	-0.4	13	92	1	-2.5	1.7	0.4	233
COC(=O)c1cccc(NC(=O)/C=C/c2ccc([N+](=O)[O-])cc2)c1	1	2	9	6.0	-35	96	0	5.2	3.4	-0.7	7
O=C(NCCCl)Nc1ccccc1OCCOc1ccccc1NC(=O)NCCCl	9	7	3	1.9	-4	105	-9	0.5	-4.3	-3.2	-4
Cc1ccc(S(=O)(=O)NCCn2nc(C)nc2C)cc1	34	5	1	3.5	-4	97	0	0.7	2.5	-0.8	8
O=C(Nc1ccc(F)cc1)c1ccc(CSc2ccccc2)o1	4	1	12	3.3	-17	106	-14	2.3	5.5	3.2	+
Cc1ccc(-n2c(C)nn(CCOc3ccccc3)c2=O)cc1	53	1	-14	1.0	13	/	-3	-2.7	2.1	0.6	-6
COc1ccc(-c2nc3cnccn3c2NC2CCCCC2)cc1-c1cccc(Cl)c1	-10	16	-8	-0.7	-23	115	3	4.2	-6.7	-0.5	5
Cc1cccc(C)c1NC(=O)CSc1nc2c([nH]1)c(=O)n(C)c(=O)n2C	18	-10	-6	-0.3	17	/	-18	-2.7	1.8	2.6	-6
Cc1ccc(-c2nc(C)sc2CC(=O)OCC(=O)Nc2cccc([N+](=O)[O-])c2)cc1	-10	-11	-3	-1.4	-1	100	8	0.1	3.0	0.3	6
Cc1onc(-c2ccccc2Cl)c1C(=O)N(C)CC(=O)Nc1ccc(F)c(F)c1F	2	/	-9	-0.7	0	102	4	0.0	0.7	0.0	-5
N#Cc1c(NC(=O)c2cc([N+](=O)[O-])ccc2N2CCOCC2)sc2c1CCCC2	1	7	5	-0.3	9	107	21	-2.0	3.0	-3.2	2
COc1ccc(OC)c(S(=O)(=O)N2CCC(C(=O)NC3CCCCCC3)CC2)c1	20	2	3	2.2	-8	116	-6	1.0	1.6	0.7	104
Cn1c(-c2ccc(C=O)s2)nc2c3ccccc3c3ccccc3c21	13	/	1	0.3	-43	96	-6	8.7	1.7	-2.1	-3
CC(C)C(=O)NCCc1nc2ccccc2n1C	2	10	5	1.2	13	108	2	-2.4	2.7	0.0	-21
COC(=O)c1ccc(NC(=O)CN2CCC(NC(=O)c3ccco3)CC2)cc1	16	-12	-10	-2.7	1	94	-1	-0.2	2.5	-1.6	-16
Cc1ccc(S(=O)(=O)Nc2nc(C)c(C(=O)N/N=C/c3ccccc3)s2)cc1	-1	7	6	-0.2	9	98	-13	-2.0	6.1	-1.9	-2
CC(C)(C)OC(=O)C[C@@H]1C/C=C\C[C@H](CC(=O)N(CCO)Cc2ccccc2)C(=O)N[C@H](C(C)(C)C)COC1=O	/	-5	-10	2.4	10	98	8	-1.8	1.1	1.3	-13
CC(C)(C)c1cc2cccnc2n1Cc1cccc(F)c1	5	6	-2	4.5	6	114	-1	-1.3	2.4	-0.3	-2
O=C(Nc1nc2ccccc2n1CCN1CCOCC1)c1ccc(Cl)cc1	5	-8	5	-2.2	/	/	-9	/	-3.7	-1.3	6
O=C(Nc1cccc2nsnc12)c1cc2c(cc1Cl)Sc1nccn1S2(=O)=O	-3	-14	-4	/	-3	/	5	0.7	1.9	/	/
COc1cccc2cc(C(N)=O)/c(=N\NC(=O)c3ccccc3)oc12	39	4	-10	-0.5	8	104	1	-1.8	-3.3	0.1	154
Cc1nc(-c2ccc(F)cc2)c(CC(=O)N(C)CC(=O)Nc2ccc(Br)cc2C)s1	0	2	2	1.2	10	101	6	-2.1	-0.7	0.6	3
CCOC(=O)N1CCN(C(=O)CCS(=O)(=O)c2ccc3c(c2)CC(C)N3C(=O)CC)CC1 (stereo unspecified)	-4	-19	-6	-0.9	-5	/	0	1.0	0.9	0.6	6
COc1ccc(C(CNC(=O)c2ccc(NS(=O)(=O)c3ccccc3)cc2)N2CCOCC2)cc1 (stereo unspecified)	-2	/	-17	/	12	114	5	-1.8	-0.2	/	/
CNS(=O)(=O)c1ccc(NC(=O)c2cncc(Br)c2)cc1	42	-8	-6	1.0	17	97	-6	-3.3	2.0	-1.5	-11
CCc1noc(C)c1C(=O)Nc1nc(-c2cc(OC)ccc2OC)cs1	0	2	-9	-0.7	5	98	5	-0.9	2.1	-0.2	95
